# Screening data deposited in PubChem BioAssay by several laboratories.
# S1P4 ag: human S1P4 receptor agonism; S1P4-expressing cell line, agonist reporter assay; O95977; actives 0.35% (n = 220,000); activation, % at 4.98 µM; in the data active = activation above about 11%;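 also: 0% = DMSO vehicle and 100% = reference agonist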
# Target sequence (O95977 whole entry, looked up): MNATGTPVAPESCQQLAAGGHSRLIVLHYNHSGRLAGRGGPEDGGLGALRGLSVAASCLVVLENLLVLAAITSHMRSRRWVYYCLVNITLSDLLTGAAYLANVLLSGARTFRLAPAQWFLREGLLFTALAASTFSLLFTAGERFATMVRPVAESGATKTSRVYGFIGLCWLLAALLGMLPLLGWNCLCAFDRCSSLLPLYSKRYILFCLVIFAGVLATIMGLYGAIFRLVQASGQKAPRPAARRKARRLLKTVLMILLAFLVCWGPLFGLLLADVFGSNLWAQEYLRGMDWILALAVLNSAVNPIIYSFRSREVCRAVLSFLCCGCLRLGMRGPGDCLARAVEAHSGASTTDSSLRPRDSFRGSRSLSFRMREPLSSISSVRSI
# RBBP9 inhibitor: blocks human serine hydrolase RBBP9; O75884; recombinant RBBP9, FP-Rh probe fluorescence polarization; inhibition, % at 7.94 µM; actives 0.2% (n = 220,000);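 active = inhibition above the campaign mean of all tested compounds plus 3 SD, cut at about 14% in these data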;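 also: plate controls were DMSO wells with RBBP9 for no effect and wells lacking RBBP9 protein for full effect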
# Target sequence (O75884 whole entry, looked up): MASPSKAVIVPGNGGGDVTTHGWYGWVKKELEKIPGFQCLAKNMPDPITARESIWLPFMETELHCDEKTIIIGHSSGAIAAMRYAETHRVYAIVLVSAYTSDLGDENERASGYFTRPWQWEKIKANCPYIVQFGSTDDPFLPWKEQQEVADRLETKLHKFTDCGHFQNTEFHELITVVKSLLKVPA
#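 Measured by: FP readout at 525/598 nm; material: recombinant human RBBP9; also added: Serine-hydrolase probe FP-Rh, 375 nM pre-mixing; medium: Tris buffer pH 8.0, NaCl, Pluronic; replication: one well per compound; doses: one concentration, 7.94 µM nominal, 0.794% DMSO; timing: preincubation 30 min plus labeling 45 min at 25 °C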
# NPY-Y1 PAM-ag: potentiates or activates human NPY-Y1 receptor; actives 0.37% (n = 220,000); P25929; NPY-Y1 expressing cells, potentiator/agonist activation; activation, % at 3.6 µM; AID 1304; in the data active = activation above about 33%, passing the limit was not always enough;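 also: cells stimulated with NPY at EC10 then isoproterenol at EC100; 0% = low agonist plus stimulus and 100% = saturating agonist plus stimulus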
# Target sequence (P25929 whole entry, looked up): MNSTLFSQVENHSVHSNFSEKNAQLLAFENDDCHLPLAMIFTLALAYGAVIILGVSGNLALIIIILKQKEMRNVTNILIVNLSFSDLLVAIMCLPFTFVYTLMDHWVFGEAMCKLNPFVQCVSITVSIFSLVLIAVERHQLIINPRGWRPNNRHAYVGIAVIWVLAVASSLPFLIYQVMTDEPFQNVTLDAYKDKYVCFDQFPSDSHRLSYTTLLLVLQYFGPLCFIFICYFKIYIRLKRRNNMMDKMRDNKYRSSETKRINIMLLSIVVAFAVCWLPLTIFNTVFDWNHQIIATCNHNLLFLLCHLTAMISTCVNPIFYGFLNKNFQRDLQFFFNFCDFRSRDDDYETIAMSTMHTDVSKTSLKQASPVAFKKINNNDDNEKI
# NPY-Y2 PAM-ag: potentiators or agonists of human neuropeptide Y receptor Y2; cells expressing NPY-Y2, potentiator/agonist read-out; activation, % at 3.6 µM; P49146; AID 1359; actives 0.45% (n = 220,000); in the data active = activation above about 27%;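 also: cells stimulated with NPY near EC25 plus isoproterenol at EC100; 0% = vehicle plus submaximal agonist and 100% = vehicle plus saturating agonist; some results beyond the cut were filed as inactive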
# BaF3 tox: counter-screen for JAK2V617F inhibitors: parental Ba/F3 viability inhibitors | actives 1.1% (n = 220,000) | CellTiter-Glo ATP luminescence | AID 1486 | inhibition, % at 5.6 µM;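 active = inhibition above a per-campaign cutoff, the mean inhibition of all tested compounds plus 3 SD, cut at about 27% in these data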;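 also: 0% = DMSO wells and 100% = JAK Inhibitor I control wells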
# NPY-Y1 antag: NPY-Y1 (human) receptor antagonism. HEK293-CNG Y1 cells, membrane potential fluorescence; NPY at EC95, then isoproterenol. inhibition, % at 3.6 µM. actives 1% (n = 200,000). AID 1040;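 active = inhibition above the campaign mean inhibition of all tested compounds plus 3 SD, cut at about 20% in these data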;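 also: 0% = DMSO wells given NPY plus isoproterenol and 100% = isoproterenol alone without NPY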
#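 Benchmarks – high control isoproterenol alone, low control NPY with isoproterenol · Material – HEK293 Y1/CNG channel cell line · Times – dye 3 h, compound 60 min room temperature, stimulation 45 min · Probe or stimulus – NPY (25 nM), isoproterenol (1 µM), Ro 20-1724 (25 µM) · Evaluation – % inhibition of NPY effect · Signal – fluorescence, membrane potential probe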
# Ba/F3 V617F tox: loss of viability in JAK2V617F-driven Ba/F3 cells; Ba/F3 EpoR-JAK2V617F viability, ATP luminescence; inhibition, % at 5.6 µM; actives 1.1% (n = 220,000); AID 1446;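 active = inhibition above the campaign mean plus 3 SD over all tested compounds, cut at about 24% in these data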;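 also: cytokine-independent growth of Ba/F3 cells driven by EpoR plus mutant JAK2; 0% = DMSO-treated cells and 100% = JAK inhibitor I control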
# S1P4 antagonist: human S1P4 receptor antagonism. O95977. S1P4-expressing cells, antagonist mode, reporter read-out. inhibition, % at 4.98 µM. actives 0.26% (n = 220,000). AID 1510; in the data active = inhibition above about 29%;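 also: 0% = wells stimulated with agonist and 100% = vehicle wells without agonist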
# Runt-CBFb FRET: inhibitors of human RUNX1 Runt domain binding to CBFb; inhibition, % at 20 µM; Q01196+Q13951; actives 0.46% (n = 220,000); Cerulean-Runt/Venus-CBFb FRET ratio 530/480, 1 h; AID 1496;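 active = inhibition over about 50% at 20 µM in the single-dose screen, limit read from the data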;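 also: 0% = DMSO wells and 100% = excess unlabeled CBFb competitor control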
#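 Measured by: fluorescence energy transfer, 422 nm excitation, 530/480 nm emission; test system: Cerulean-tagged RUNX1 Runt domain (FRET donor) fusion protein; buffer or medium: Tris pH 7.5 buffer with BSA; compound: one dose, 20 µM compound, 1% DMSO; times: two 1 h room-temperature incubations shielded from light; benchmarks: unlabeled CBFb 5 µM, positive control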
# * = called active by the depositor; x = no result given.
SMILES,S1P4 ag,RBBP9 inhibitor,NPY-Y1 PAM-ag,NPY-Y2 PAM-ag,BaF3 tox,NPY-Y1 antag,Ba/F3 V617F tox,S1P4 antagonist,Runt-CBFb FRET
Cc1ccc(F)cc1NC(=O)c1cnccn1,0.8,-9,8,6,2,6,0,-14,-1
CN(C)C(=O)COC(=O)c1ccccc1OCC(=O)Nc1ccc(SC(F)F)cc1,0.0,-5,-9,-16,3,8,-2,0,-17
Cc1ccc(N(O)C(=O)OCCNC(=O)Nc2ccccc2)cc1,-2.4,-9,-13,-14,1,3,2,7,1
CCCCN(C(=O)c1cnc2n(c1=O)CCS2)c1ccccc1,-0.3,-2,-4,0,5,-4,4,2,2
O=C(CN(CCc1ccccc1)C(=O)c1csnn1)NC1CCCC1,-1.1,-7,8,2,4,-4,0,9,0
Cc1ccc(NC(=S)NCc2ccc3c(c2)OCO3)cc1C,0.9,-1,-14,-25,7,12,0,-5,2
Cc1ccccc1CSCC(=O)NCCSc1ccccn1,-4.1,10,-16,-10,-1,4,-3,-5,1
Clc1nnc(N/N=C/c2ccccc2)c2ccccc12,1.7,4,0,-3,4,3,-3,6,2
CC(C)COc1ccc(S(=O)(=O)n2cc(F)c(=O)[nH]c2=O)cc1,-0.4,-4,-1,-5,63*,0,61*,-11,-3
CC(=O)NC1C(Oc2ccccc2C)OC(CO)C(O)C1O (configuration not stated),-0.2,-7,-7,-10,5,2,-2,-9,x
C=C(C)CC1N(c2cccc(OC)c2)C(=O)[C@@H]2C(C(=O)O)[C@H]3C=C[C@@]12O3 (some centres not stated),0.9,-6,20,15,3,9,-2,-24,0
CCN(CC)C(=O)c1[nH]cnc1C(=O)N[C@@H](CC(C)C)C(=O)OCc1ccccc1,1.7,-2,-7,1,2,1,-1,-12,0
CC(=O)CSc1nnc(-c2cnccn2)n1-c1ccccc1,0.6,-2,11,10,0,-6,-1,-10,0
C=CCn1c2ccccc2n2nc(C)c(=O)nc12,-2.6,-5,4,-4,2,5,-1,-17,-1
O=C(NNc1cc(Cl)cc(Cl)c1)c1cccs1,0.4,-5,4,6,-5,x,2,13,4
COc1ccccc1N(O)C1CC(=O)N(c2ccc(Br)cc2)C1=O (configuration not stated),1.4,3,-7,1,2,0,-2,-13,13
N#CCCCSc1nnc(-c2ccc(Cl)cc2)n1-c1ccccc1,2.1,-1,12,8,4,0,0,-3,-1
COc1ccccc1N1CC(C)C(=O)NC1=S (configuration not stated),-0.5,-8,-23,-1,-1,0,-2,-18,-1
CCOc1ccccc1OCC(=O)NC1CCCCC1,2.2,5,-9,-8,1,2,-2,0,0
COc1ccc(-n2nc3c(c2NC(=O)c2ccc(N4C(=O)CCC4=O)cc2)CSC3)cc1,1.0,-11,-3,4,1,3,-2,-25,1
CN(C(=O)CCN1C(=O)c2ccccc2C1=O)C1CCCCC1,0.0,-3,-2,0,2,11,1,-9,0
CCOCc1nnc(NC(=O)c2cccc(OC)c2)s1,1.3,3,3,-5,5,-3,0,1,1
Cc1nc(-n2nnc(CO)c2CO)nc2c1CCC2,1.5,-7,-18,-8,6,0,2,-8,-1
CC(C)(C)N(NC(=O)OCc1ccccc1)C(=O)c1ccccc1Cl,0.8,-5,-12,-13,7,7,-1,-9,0
O=C(NCc1ccccc1)C(Cc1ccccc1)N1C(=O)C2C3CCC(C3)C2C1=O (configuration not stated),1.6,-3,21,3,3,6,2,-13,-1
Cc1cc(Br)c(NC(=O)COn2nnc3ccc(S(C)(=O)=O)cc32)c(Br)c1,-0.9,-8,-10,-11,8,1,2,-12,1
CO/N=C/C(=N\Nc1cc(OC)cc(OC)c1)C(=O)c1ccccc1,1.2,-2,-15,-16,2,10,0,7,-3
CC(=O)c1ccc(S(=O)(=O)NCCCC(=O)NCCc2ccccn2)cc1,0.6,-8,0,-10,5,10,2,7,0
O=C(CN1CCN(Cc2ccc3c(c2)OCO3)CC1)Nc1ccc(N2CCOCC2)cc1,0.7,-10,-1,4,0,-1,-6,10,2
COc1ccc2cc3c(N)c(C(=O)N4CCCC4)sc3nc2c1,-1.8,-4,-30,0,5,0,1,7,9

# Arranged by SMILES length (high to low): some entries from above.
SMILES,S1P4 ag,RBBP9 inhibitor,NPY-Y1 PAM-ag,NPY-Y2 PAM-ag,BaF3 tox,NPY-Y1 antag,Ba/F3 V617F tox,S1P4 antagonist,Runt-CBFb FRET
O=C(NCc1ccccc1)C(Cc1ccccc1)N1C(=O)C2C3CCC(C3)C2C1=O (configuration not stated),1.6,-3,21,3,3,6,2,-13,-1
CC(=O)c1ccc(S(=O)(=O)NCCCC(=O)NCCc2ccccn2)cc1,0.6,-8,0,-10,5,10,2,7,0
CC(C)(C)N(NC(=O)OCc1ccccc1)C(=O)c1ccccc1Cl,0.8,-5,-12,-13,7,7,-1,-9,0
COc1ccc2cc3c(N)c(C(=O)N4CCCC4)sc3nc2c1,-1.8,-4,-30,0,5,0,1,7,9
CCOCc1nnc(NC(=O)c2cccc(OC)c2)s1,1.3,3,3,-5,5,-3,0,1,1

# More records.
SMILES,S1P4 ag,RBBP9 inhibitor,NPY-Y1 PAM-ag,NPY-Y2 PAM-ag,BaF3 tox,NPY-Y1 antag,Ba/F3 V617F tox,S1P4 antagonist,Runt-CBFb FRET
CC(=O)NC(Cc1ccc(C)cc1)C(=O)NC1CCN(c2ncccc2[N+](=O)[O-])CC1 (configuration not stated),-1.3,-2,-10,4,0,-1,-4,-14,0
CCOc1cc(C=C2C(=O)c3ccccc3C2=O)ccc1OCC(=O)Nc1ccc(C)cc1,-1.3,-6,-16,-7,1,4,-2,0,-45
Nc1cccc(CCc2nc3cc4ccccc4cc3[nH]2)c1,-2.1,-10,-19,1,51*,-5,88*,7,2
Cc1ccc(CSCCNC(=O)CN(c2ccccc2)S(C)(=O)=O)cc1,-2.0,2,2,6,0,1,0,-13,-3
COC(=O)Cc1c(C)c2ccc(OCc3nn[nH]n3)cc2oc1=O,0.7,-6,-3,-13,5,-3,7,-10,0
COc1ccccc1CCNC(=O)C(=O)NCC1OCCN1S(=O)(=O)c1ccc(Br)cc1 (configuration not stated),-1.2,0,-8,8,5,-7,-3,-31,-2
CCN1C(=O)/C(=C\c2nc3ccccc3c(=O)n2CC)c2ccccc21,-1.0,-9,-16,-4,4,3,4,0,-1
CCOC(=S)SCC(=O)Nc1nccs1,-2.4,4,23,21,-1,-10,-3,6,16
CCCN1C(=O)c2cc(C(=O)NCc3ccc(OC)cc3)ccc2C1O (configuration not stated),-0.3,-7,-10,9,1,1,1,-10,0
N#C/C(=C/c1ccc(Sc2nc3ccccc3[nH]2)o1)c1ccccc1F,1.7,1,15,14,8,-7,-1,-21,4
COc1ccc(C(=O)CSc2n[nH]c(=O)n2Cc2ccco2)cc1,1.3,2,-19,-23,-1,x,1,-11,0
O=[N+]([O-])c1ccc(Nc2nc(Cl)nc(NCCO)n2)cc1,-1.0,-3,11,11,11,8,0,-13,0
O=S(=O)(Nc1cccc(-c2nc3cccnc3s2)c1)c1ccc2c(c1)OCCO2,-1.1,-16,-16,-19,13,6,1,-10,1
CCCCCCCc1nc2c(=O)[nH]c3ccccc3c2o1,-0.4,-6,-23,-3,1,0,-4,-12,x
COc1ccc(CNn2c(-c3cccs3)nc3ccccc3c2=O)cc1OC,1.0,-11,-12,-17,4,4,-3,-8,-9
Cc1ccc(-n2c(Cn3cnc4ccccc43)nnc2SCC(=O)O)cc1,-0.6,-1,7,4,1,-6,-1,-15,-2
CCn1c(SC(C)C(=O)NC2CCCc3ccccc32)nnc1-c1cccs1 (configuration not stated),1.3,-3,-13,2,1,11,-4,4,2
Cc1cc(C)nc(NS(=O)(=O)c2ccc(NC(=O)c3cc(-c4ccccc4)nc4ccccc34)cc2)n1,-0.8,-6,21,14,1,2,-2,-2,-19

# Compound profiles (already shown):
# Cc1cc(C)nc(NS(=O)(=O)c2ccc(NC(=O)c3cc(-c4ccccc4)nc4ccccc34)cc2)n1 is listed with S1P4 ag = -0.8; RBBP9 inhibitor = -6; NPY-Y1 PAM-ag = 21; NPY-Y2 PAM-ag = 14; BaF3 tox = 1; NPY-Y1 antag = 2; Ba/F3 V617F tox = -2; S1P4 antagonist = -2; Runt-CBFb FRET = -19
# CCn1c(SC(C)C(=O)NC2CCCc3ccccc32)nnc1-c1cccs1 (configuration not stated) is listed with S1P4 ag = 1.3; RBBP9 inhibitor = -3; NPY-Y1 PAM-ag = -13; NPY-Y2 PAM-ag = 2; BaF3 tox = 1; NPY-Y1 antag = 11; Ba/F3 V617F tox = -4; S1P4 antagonist = 4; Runt-CBFb FRET = 2

# Only BaF3 tox, NPY-Y2 PAM-ag and NPY-Y1 PAM-ag (2 entries from above):
Compound	BaF3 tox	NPY-Y2 PAM-ag	NPY-Y1 PAM-ag
COc1ccc(CNn2c(-c3cccs3)nc3ccccc3c2=O)cc1OC	4	-17	-12
O=S(=O)(Nc1cccc(-c2nc3cccnc3s2)c1)c1ccc2c(c1)OCCO2	13	-19	-16

# Outcome played no part in choosing rows; about 3.6% have a hit in one of these screens.
